Compound activity (PubChem)
NCOA3 inh = human NCOA3 inhibition. Q9Y6Q9. HEK293 GAL4-SRC3 luciferase reporter, luminescence. inhibition, % at 3.6 µM. 0.17% of 360,000 active. AID 588352;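 active = inhibition above a per-campaign cutoff, the mean of all compounds plus 3 SD, cut at about 60% in these data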;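 also: 0% = DMSO-treated cells and 100% = gossypol-treated cells at 36 µM; higher means less SRC3-driven luciferase light from the GAL4 reporter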
NCOA2 inhibitor = human SRC2 (NCOA2) inhibition; HEK293 GAL4-SRC2 luciferase reporter, luminescence; inhibition, % at 9 µM; Q15596; AID 651957; 0.17% of 370,000 active;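 active = inhibition above the mean inhibition of all tested compounds plus 3 SD, set per campaign, cut at about 52% in these data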;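 also: 0% = DMSO treated cells and 100% = cells given Gossypol at 36 µM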
C8 TRAIL sens = sensitizes caspase-8 expressing cells to TRAIL. inhibition (viability loss, TRAIL sensitization), % at 10 µM. 1% of 360,000 active. AID 624354. NB7+C8 cells + TRAIL, ATPlite viability luminescence;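 active = compounds causing at least 50% loss of cell viability in the single-dose screen, relative to plate controls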
NOD2-RIPK2 inh = inhibitors of human NOD2-RIPK2 interaction; inhibition, % at 4.98 µM; CHO BLA complementation NOD2-RIPK2, CCF4 ratio; 0.38% of 360,000 active; O43353; in the data active = inhibition above about 21%;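 also: 0% = vehicle only and 100% = reference blocker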
NR2F2 inh = blocks human COUP-TFII nuclear receptor; P24468; HEK293T NGFI-A luciferase reporter, luminescence; inhibition, % at 8.6 µM; 0.7% of 370,000 active; AID 686940;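 active = inhibition above a per-plate cutoff, mean inhibition of test wells between control levels plus 3 SD, cut at about 38% in these data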;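 also: cells cotransfected with COUP-TFII expression vector driving the NGFI-A reporter; 0% = median of COUP-TF2 test wells and 100% = reporter-only cells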
TROY NFkB inh = TROY signaling inhibition | Q293 LMP1-TROYcd NF-kB luciferase reporter, 4 h | inhibition, % at 10 µM | 0.98% of 360,000 active | AID 1347056;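 active = compounds whose plate-normalised and pattern-corrected inhibition of the luciferase reporter signal at the single screening dose is 50% or more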
EBV LMP1 NFkB = Epstein-Barr LMP1 NF-kappaB reporter inhibition. inhibition, % at 12.5 µM. LMP1-induced NF-kappaB luciferase reporter cells, luminescence. 0.69% of 350,000 active; in the data active = inhibition above about 41%;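 also: 0% = neutral control wells and 100% = reference inhibitor control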
LRH-1 inv ag = suppresses constitutive activity of human LRH-1. O00482. HEK293T StAR-luciferase reporter, LRH-1 transfected, 24 h. inhibition, % at 3.6 µM. 0.13% of 360,000 active. AID 602396;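 active = inhibition above the mean inhibition of all tested compounds plus 3 SD, cut at about 73% in these data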;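 also: 0% = DMSO wells and 100% = reporter-only cells lacking LRH-1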
TLR9-MyD88 inh = inhibitors of human TLR9-MyD88 binding | inhibition, % at 4.98 µM | CHO BLA complementation TLR9-MyD88, CCF4 FRET ratio | 0.21% of 340,000 active;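 active = inhibition above the mean over all tested compounds plus 3 SD, cut at about 21% in these data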;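 also: 0% = DMSO only wells and 100% = clavulanate BLA inhibitor control wells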
NCOA1 inh = inhibitors of human steroid receptor coactivator 1 (SRC1); Q15788; HEK293 GAL4-SRC1 luciferase reporter, luminescence; inhibition, % at 3.6 µM; 0.12% of 360,000 active; AID 588354;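 active = inhibition above the campaign mean plus 3 SD, with each screening campaign given its own cutoff, cut at about 60% in these data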;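 also: 0% = DMSO treated cells and 100% = gossypol at 36 µM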
Target sequence (Q15788 whole entry, looked up, the tested form may be a part): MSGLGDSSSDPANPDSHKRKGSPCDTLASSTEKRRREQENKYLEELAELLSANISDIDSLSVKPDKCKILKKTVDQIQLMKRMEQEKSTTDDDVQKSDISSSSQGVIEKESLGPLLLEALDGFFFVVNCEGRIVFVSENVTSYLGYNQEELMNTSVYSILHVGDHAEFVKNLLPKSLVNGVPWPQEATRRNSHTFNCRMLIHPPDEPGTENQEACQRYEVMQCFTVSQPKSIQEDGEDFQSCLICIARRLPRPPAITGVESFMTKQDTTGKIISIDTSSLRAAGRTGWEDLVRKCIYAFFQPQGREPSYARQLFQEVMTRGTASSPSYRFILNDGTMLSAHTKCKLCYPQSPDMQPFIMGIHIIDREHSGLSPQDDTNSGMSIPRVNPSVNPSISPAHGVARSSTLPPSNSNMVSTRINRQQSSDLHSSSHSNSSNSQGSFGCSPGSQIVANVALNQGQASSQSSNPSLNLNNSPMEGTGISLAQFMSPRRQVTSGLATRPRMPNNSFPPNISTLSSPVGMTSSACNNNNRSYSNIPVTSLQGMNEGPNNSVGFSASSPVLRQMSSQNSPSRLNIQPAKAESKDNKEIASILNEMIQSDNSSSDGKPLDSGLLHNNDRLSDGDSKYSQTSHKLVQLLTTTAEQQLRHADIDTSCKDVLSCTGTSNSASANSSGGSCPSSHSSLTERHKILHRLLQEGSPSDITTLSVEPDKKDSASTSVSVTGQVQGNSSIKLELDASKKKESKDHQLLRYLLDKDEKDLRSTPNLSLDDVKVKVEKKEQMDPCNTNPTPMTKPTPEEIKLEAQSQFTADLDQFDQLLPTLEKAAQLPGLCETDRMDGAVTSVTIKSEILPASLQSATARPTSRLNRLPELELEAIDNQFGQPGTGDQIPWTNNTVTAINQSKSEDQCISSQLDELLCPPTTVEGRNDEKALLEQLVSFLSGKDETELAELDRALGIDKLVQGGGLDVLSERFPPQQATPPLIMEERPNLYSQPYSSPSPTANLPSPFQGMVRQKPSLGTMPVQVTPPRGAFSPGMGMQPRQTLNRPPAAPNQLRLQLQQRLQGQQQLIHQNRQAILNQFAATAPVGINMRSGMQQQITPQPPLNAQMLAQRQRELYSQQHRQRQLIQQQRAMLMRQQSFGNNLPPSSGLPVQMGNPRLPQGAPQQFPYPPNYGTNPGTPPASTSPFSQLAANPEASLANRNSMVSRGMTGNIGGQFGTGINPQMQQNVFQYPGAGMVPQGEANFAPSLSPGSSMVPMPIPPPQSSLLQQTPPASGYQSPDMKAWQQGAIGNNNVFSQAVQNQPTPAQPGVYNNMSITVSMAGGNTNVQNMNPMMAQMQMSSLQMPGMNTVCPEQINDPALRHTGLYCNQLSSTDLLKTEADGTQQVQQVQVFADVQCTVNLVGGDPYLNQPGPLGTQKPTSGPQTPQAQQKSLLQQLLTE
Vif inh = blocks HIV Vif function | HEK293T cells, Vif self-association by quenched fluorescence, imaging, 24 h | inhibition, % at 7.49 µM | 0.35% of 340,000 active; in the data active = inhibition above about 50%, passing the limit was not always enough; also: some results filed as inactive read as strong as hits
Starred values were filed as active, the others as inactive; · = no result given. Not all compounds are listed; count on the stated rates, not on these rows.

SMILES | NCOA3 inh | NCOA2 inhibitor | C8 TRAIL sens | NOD2-RIPK2 inh | NR2F2 inh | TROY NFkB inh | EBV LMP1 NFkB | LRH-1 inv ag | TLR9-MyD88 inh | NCOA1 inh | Vif inh
C=CCn1cc(C(=O)NCC2CCCO2)c(=O)c2cc(S(=O)(=O)N3CCCCCC3)ccc21 (centres undefined) | 14.0 | -8.2 | -0.1 | -3.4 | 8.2 | -2.8 | 4.2 | -13.6 | -1.6 | 18.0 | 7.7
O=C(Nc1ccc(F)cc1)c1cc(S(=O)(=O)N2CCCCC2)ccc1F | 10.3 | -5.7 | -0.2 | 5.8 | 22.5 | 2.4 | 1.8 | 1.2 | 9.5 | 12.7 | -3.6
Cc1nc(CSc2n[nH]c(=O)n2-c2cccc(F)c2)cs1 | -3.8 | -5.7 | -4.8 | 0.4 | -10.4 | -23.2 | -18.5 | 1.0 | 1.0 | -1.3 | 6.9
Cc1cc(CNC(=O)c2ccc3c(c2)OCO3)c2ccccc2n1 | 3.0 | 10.0 | -22.4 | -5.2 | 15.1 | -7.8 | -23.4 | 1.2 | 0.8 | -30.7 | -0.2
COc1ccc(C(=O)Nc2ccc(Nc3ccccc3)cc2)cc1[N+](=O)[O-] | -5.0 | -1.3 | 4.6 | -5.6 | -4.1 | 11.2 | -23.8 | 22.1 | -5.1 | 3.8 | -7.0
CC(C)NS(=O)(=O)c1ccc(NC(=O)Cc2ccsc2)cc1 | -26.7 | -1.8 | -4.1 | -7.8 | -16.4 | -28.9 | 6.6 | -6.9 | -0.9 | 4.0 | 11.7
Cc1ccccc1NC(=O)c1ccccc1NC(=O)Cc1cccc2ccccc12 | 9.7 | -6.3 | -0.5 | -4.4 | 9.3 | 3.3 | 3.2 | -6.3 | -2.1 | -30.6 | -2.7
COC(=O)/C=C/c1ccccc1CN1[C@@H](CC(=O)OC)c2ccccc2S1(=O)=O | -8.5 | -7.2 | -7.3 | 5.3 | -7.2 | 1.1 | 2.1 | 1.6 | -6.2 | -12.3 | 1.1
CCn1c(CNc2ccccc2Cl)nnc1SCC(=O)OC1CCCCC1 | 3.6 | -7.3 | 7.2 | 11.3 | -4.3 | 2.4 | 2.9 | -15.9 | 3.9 | -5.6 | -4.2
O=C(c1cnn(C(=O)c2ccco2)c1)c1cc(F)ccc1O | -6.3 | 20.5 | -13.2 | 5.8 | -2.5 | 4.4 | 3.4 | -30.7 | -3.1 | -43.2 | -4.1
Cc1c(Cl)c([N+](=O)[O-])nn1CCCC(=O)Nc1cc(Cl)ccc1Cl | 7.2 | -2.3 | -11.7 | -50.7 | 13.7 | 0.5 | 1.9 | 13.7 | 6.8 | -39.4 | -1.2
CCCN(CCC)c1ncnc2c1cnn2-c1ccc(OC)cc1 | -47.7 | -28.1 | 35.2 | -5.4 | -8.4 | 62.0* | -26.5 | -59.0 | -3.1 | -66.8 | -8.3
COc1ccc(NC(=O)c2ccc(-c3nn(C)c(=O)c4ccccc34)cc2)cc1 | 4.6 | 2.6 | 7.5 | -2.6 | -2.3 | -9.4 | -11.1 | 0.2 | 3.5 | 2.1 | 1.7
O=C(NC1CCCC1)c1cc2c(=O)n3ccccc3nc2s1 | -30.5 | -24.6 | -16.9 | -4.1 | -9.7 | -70.5 | -8.2 | -15.7 | -10.3 | -21.8 | -2.9
Cc1ccc(O)c(N=Nc2nccs2)c1 | 63.5* | 23.4 | -9.8 | -1.3 | -62.0 | -39.2 | 36.7 | 82.5* | -1.9 | 72.7* | -3.7
O=C(CNC(=O)c1cc(Cl)cc([N+](=O)[O-])c1)OCC(=O)N1CCCCC1 | 13.3 | -31.8 | -6.3 | -3.1 | 5.8 | 19.3 | -2.4 | 18.6 | -7.0 | 5.2 | -3.3
COc1ccc(C2CC2/C(C)=N/OC(=O)c2cccs2)cc1 (centres undefined) | -5.0 | -24.8 | 8.8 | -8.9 | -10.5 | 2.2 | -4.2 | -2.8 | 4.0 | -0.9 | -4.1
O=C(COC(=O)C1CCN(S(=O)(=O)c2cccs2)CC1)NCc1ccccc1 | -3.6 | -13.8 | -4.2 | -3.4 | 0.2 | 13.0 | -2.5 | 5.8 | -8.6 | -10.9 | ·
O=C(CCc1ccccc1)Nc1nnc(-c2ccccn2)o1 | 4.7 | -51.4 | -1.2 | 2.2 | 10.3 | -7.5 | 15.8 | -4.4 | -1.3 | -9.8 | -2.4
Cc1cccc(/C=C/C(=O)c2ccc([N+](=O)[O-])o2)c1 | 7.4 | 1.7 | 32.7 | 6.2 | 10.5 | 23.2 | -89.2 | 23.3 | 4.5 | -2.9 | 62.4*
O=C(CCC1CCCCC1)NCc1cccnc1 | -6.2 | -6.0 | -19.9 | -2.0 | -8.9 | -15.1 | -7.0 | 1.6 | 1.3 | -7.3 | -6.4
CN1c2ccccc2C2(C)CCCC3=Cc4cccc([N+](=O)[O-])c4OC312 (centres undefined) | 18.0 | 7.5 | 10.0 | -7.6 | -7.7 | -11.7 | 7.8 | 9.7 | -2.6 | 24.4 | -12.2
O=C(Nc1nnc(COc2ccccc2)s1)c1ccco1 | 9.0 | -7.5 | 6.4 | -1.9 | -8.1 | -31.8 | 7.1 | 2.5 | -1.2 | 7.3 | -3.9
CCOC(=O)[C@@H]1[C@H]2COc3cc(OC)ccc3[C@@H]2N2C(=O)N(c3cccc(Cl)c3)C(=O)[C@]12C | 2.4 | · | -2.2 | 8.5 | · | 5.8 | -13.4 | 17.6 | -3.0 | -1.7 | -3.6
COC(=O)[C@H](Cc1ccccc1)NC(=O)N1Cc2ccccc2C[C@H]1C(=O)OC | 0.2 | 3.6 | -8.0 | -10.7 | -4.3 | -12.3 | 8.8 | 3.8 | -12.4 | -14.5 | 2.8
O=C(CCc1ccccc1)Nc1cc(S(=O)(=O)N2CCOCC2)ccc1N1CCCC1 | 13.3 | -4.3 | 0.9 | 4.3 | -8.8 | -0.8 | -3.8 | 10.6 | 3.2 | -9.5 | 2.1
O=C(Nc1ccnn1C1CCN(C2CCCC2)CC1)c1ccccc1 | -8.0 | -11.0 | 5.7 | -2.4 | -4.7 | -13.1 | -26.4 | -1.2 | -4.2 | -19.0 | -4.2
COC(=O)c1ccc(C)c(NC(=O)CCSc2ccc(C)cc2)c1 | -2.4 | -2.2 | -6.0 | -5.6 | 0.3 | 25.0 | -7.2 | 8.3 | -8.2 | -12.3 | -14.7
CN(Cc1ccccc1Cl)C(=O)CNC(=O)C12CC3CC(CC(C3)C1)C2 | 5.0 | 6.0 | -6.9 | -5.9 | -0.6 | -0.9 | -2.7 | -3.1 | -12.8 | -0.8 | -2.0
Clc1ccc2c(c1)C(c1cccs1)=NNC(c1cccnc1)=N2 | -12.8 | -29.2 | -4.6 | -5.5 | 9.1 | -20.8 | 6.9 | -9.2 | 2.8 | -19.1 | -3.2
CCCCCCCCN1C(=O)[C@H](CC(=O)N2CCN(C(=O)C3CC3)CC2)C[C@@]2(C(=O)OCC)CCCC=C12 | · | 6.6 | 7.6 | 1.2 | 14.9 | 2.3 | · | -23.4 | · | · | ·
CC(=O)NCCc1nc2ccccc2n1CCOc1cccc(C)c1 | 23.4 | -31.5 | -1.4 | -9.2 | 3.4 | 1.1 | -3.0 | -8.7 | -5.8 | 15.7 | -1.4
CC(=O)N1CCc2cc(N=NC3=C(O)CCCC3=O)ccc21 | -74.7 | -47.9 | 13.2 | -4.9 | -47.1 | 9.3 | -6.5 | -78.4 | -13.0 | -84.9 | 0.0
Cc1ccccc1-c1nc(CS(=O)(=O)CC(=O)N2CCOCC2)c(C)o1 | -5.8 | 9.4 | -14.7 | -10.6 | 5.0 | 13.2 | -1.6 | 3.6 | -10.2 | 21.7 | 4.2
C[C@H]1CN([C@@H](C)CO)C(=O)CCCn2nncc2CO[C@@H]1CN(C)Cc1ccncc1 | 8.5 | -13.0 | 8.5 | 1.5 | 5.9 | -1.6 | 1.9 | -10.6 | -13.9 | -19.4 | 5.0
COc1ccc(NC(=O)c2cc3ccccc3o2)cc1S(=O)(=O)N1CCCCC1 | -6.0 | 7.1 | 27.6 | -25.0 | 5.7 | 17.9 | 4.9 | 11.5 | 5.0 | -5.0 | -14.4
Cc1nnc(SCc2cc(=O)n3[nH]cnc3n2)s1 | 21.7 | -5.0 | -23.7 | -5.2 | 13.4 | 8.1 | -0.5 | -11.1 | 7.3 | -7.2 | 19.1
CCCCC(CC)C(=O)Nc1cc(C(=O)NCc2ccc(C)cc2)ccc1N1CCC2(CC1)CC(c1ccccc1)=NO2 (centres undefined) | 8.2 | -23.1 | -11.0 | 1.4 | 17.2 | -18.3 | -4.3 | -2.2 | -3.9 | 13.9 | -0.3
OCC1OC(c2ccccc2)OC2COC(c3ccccc3)OC12 (centres undefined) | -6.4 | -18.8 | -6.7 | -17.8 | -4.2 | 4.4 | 1.7 | -32.4 | -8.3 | 14.8 | 26.4
CC(C)C[C@@H](CNCC(=O)[C@H](Cc1c[nH]c2ccccc12)NC(=O)c1[nH]cnc1C(=O)N[C@@H](C)CN)NC(=O)c1nc[nH]c1C(=O)N[C@@H](CC(=O)O)C(=O)O | 5.3 | -10.2 | -14.4 | -3.2 | -1.5 | -12.9 | 2.0 | 15.9 | 4.7 | -23.6 | 3.7
Cc1cccc(NS(=O)(=O)c2ccc(C(=O)NCC3(N4CCCCC4)CCCCC3)cc2)c1C | -12.9 | -7.5 | 28.5 | 6.6 | 7.7 | -15.7 | -53.2 | -74.2 | -3.8 | 0.0 | 0.2
Clc1ccc(-c2nnc(-c3ccccc3Cl)o2)cc1 | -78.7 | -83.3 | 47.1 | 7.2 | -65.1 | 5.5 | -6.9 | -154.5 | 3.8 | -86.7 | -2.1
Cc1nc2c(=O)[nH]c(=S)n(C)c2nc1C | 16.4 | 6.9 | -5.4 | -1.0 | -4.1 | -0.2 | 2.6 | 18.7 | 1.5 | -4.7 | 3.1
C[C@H]1CN([C@@H](C)CO)C(=O)c2cccc(NC(=O)C3CC3)c2O[C@H]1CN(C)C(=O)Nc1ccc2c(c1)OCO2 | 11.4 | -2.4 | -7.3 | -2.8 | 7.7 | -2.4 | -2.0 | 2.5 | -1.9 | 2.1 | 13.0
C=CCn1c(C(C)NC(=O)CC)nc2ccccc21 (centres undefined) | 9.7 | 7.2 | -1.1 | -12.9 | 2.9 | 48.6 | 0.1 | 12.6 | -3.5 | 4.4 | -6.9
COc1cnc(-c2ccccn2)nc1Sc1ccc(Cl)cc1 | 18.8 | 20.3 | -13.6 | 1.1 | 13.7 | 12.6 | 10.4 | -0.6 | 0.7 | 3.0 | 9.0
O=C(Nc1cnn(Cc2ccc(Cl)cc2)c1)c1cnccn1 | -9.0 | -46.2 | 2.0 | 0.5 | 6.1 | 13.2 | -5.7 | -13.8 | -10.1 | -2.1 | 1.3
Cc1ccc2c(c1)c1nc3ccccc3nc1n2C | -57.5 | -31.5 | 1.8 | 16.8 | -12.9 | 22.9 | -40.1 | -24.6 | 0.3 | -46.8 | -2.5
O=C(c1ccccc1Cl)N1CCN(S(=O)(=O)N2CCCCC2)CC1 | -22.5 | 4.4 | 15.7 | -12.9 | -12.0 | -0.4 | 5.4 | -21.1 | -0.7 | -14.5 | 7.3
